From PubChem
TCR-CD3 inh: blocks the human TCR-CD3 interaction | AID 651800 | inhibition, % at 9.4 µM | TAMRA-labeled TCR probe fluorescence, biochemical | actives 0.37% (n = 360,000); in the data active = inhibition above about 19%;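 also: recombinant mutant TCR 2C K166C tagged with TAMRA read by polarization; 0% = receptor in buffer alone and 100% = receptor with positive control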
UHRF1 binding: blocks human UHRF1 binding to methylated DNA. AID 687016. actives 0.75% (n = 370,000). UHRF1 binding to methylated oligo, TR-FRET. inhibition, % at 4.4 µM; in the data active = inhibition above about 21%;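 also: UHRF1 SRA domain binding a hemimethylated CpG hairpin DNA probe; 0% = median of test compound wells and 100% = reference inhibitor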
Target sequence (Q96T88 whole entry, looked up, the tested form may be a part): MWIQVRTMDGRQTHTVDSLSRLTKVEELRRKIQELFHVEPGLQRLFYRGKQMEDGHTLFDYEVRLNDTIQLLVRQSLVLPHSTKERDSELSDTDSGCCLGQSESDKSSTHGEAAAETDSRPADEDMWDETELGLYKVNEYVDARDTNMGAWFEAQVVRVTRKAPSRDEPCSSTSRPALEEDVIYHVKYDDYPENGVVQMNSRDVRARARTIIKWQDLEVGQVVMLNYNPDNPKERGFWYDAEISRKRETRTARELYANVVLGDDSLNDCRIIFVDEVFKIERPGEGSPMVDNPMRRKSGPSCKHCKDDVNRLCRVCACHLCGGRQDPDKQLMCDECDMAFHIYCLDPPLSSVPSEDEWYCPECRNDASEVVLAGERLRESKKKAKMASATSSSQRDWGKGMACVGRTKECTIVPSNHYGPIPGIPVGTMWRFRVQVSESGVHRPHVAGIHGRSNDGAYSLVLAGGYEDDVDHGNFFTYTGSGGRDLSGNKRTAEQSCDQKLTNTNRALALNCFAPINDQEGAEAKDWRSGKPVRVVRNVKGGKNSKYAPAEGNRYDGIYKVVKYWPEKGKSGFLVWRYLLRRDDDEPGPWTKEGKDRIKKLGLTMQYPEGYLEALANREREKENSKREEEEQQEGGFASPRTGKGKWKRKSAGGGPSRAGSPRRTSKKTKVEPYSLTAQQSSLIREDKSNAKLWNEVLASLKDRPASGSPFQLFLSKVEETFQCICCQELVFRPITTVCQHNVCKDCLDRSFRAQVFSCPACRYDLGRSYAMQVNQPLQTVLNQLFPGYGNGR
SIAE inh: blocks human sialic acid acetylesterase; Q9HAT2; SIAE FP-Rh probe binding, fluorescence polarization; inhibition, % at 9.66 µM; actives 0.69% (n = 370,000); AID 1053197;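 active = inhibition above a cutoff: mean of compounds within the control limits plus 3 SD of those, cut at about 17% in these data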;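 also: 0% = plate median of compound wells and 100% = probe without SIAE protein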
ABHD4 inh: inhibits mouse alpha/beta hydrolase domain 4; inhibition, % at 8.92 µM; purified mABHD4, FP-Rh probe fluorescence polarization; Q8VD66; actives 0.54% (n = 370,000);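 active = inhibition exceeding the mean over every tested compound plus 3 SD, cut at about 30% in these data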;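 also: 0% = plate median of compound wells and 100% = S159A mutant with DMSO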
Target sequence (Q8VD66 whole entry, looked up, the tested form may be a part): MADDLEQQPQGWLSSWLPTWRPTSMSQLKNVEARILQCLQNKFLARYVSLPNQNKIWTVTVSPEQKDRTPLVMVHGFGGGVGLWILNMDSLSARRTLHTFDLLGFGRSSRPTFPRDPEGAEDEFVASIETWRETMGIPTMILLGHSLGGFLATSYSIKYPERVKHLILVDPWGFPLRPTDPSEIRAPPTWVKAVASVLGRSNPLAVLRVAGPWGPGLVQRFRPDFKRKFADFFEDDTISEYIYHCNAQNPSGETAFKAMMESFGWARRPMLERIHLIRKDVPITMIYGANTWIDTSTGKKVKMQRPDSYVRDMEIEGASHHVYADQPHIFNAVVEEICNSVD
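Assay system: mABHD4 protein; medium: HEPES pH 7.0, NaCl, Pluronic buffer; dosing: 8.92 µM, single dose; schedule: 45 min + 60 min at 25 °C; signal: FP readout, ex 525 nm / em 598 nm; read-out: normalized percent inhibition of probe labeling; repeats: single replicate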
rCAG binder: r(CAG) repeat RNA binding | TO-PRO-1 dye displacement fluorescence | inhibition, % at 3 µM | actives 1.3% (n = 370,000) | AID 651821;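 active = inhibition above the plate cutoff, the mean of all test compounds on that plate plus 3 SD, cut at about 35% in these data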;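 also: 0% = DMSO alone and 100% = 100 µM mitoxantrone as full dye displacement; higher means more dye released from RNA so lower well fluorescence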
HTRA1 inhibitor: blocks human HTRA1 serine peptidase | Q92743 | recombinant HTRA1, FP-rhodamine activity-based probe, fluorescence polarization | inhibition, % at 5.96 µM | actives 0.5% (n = 340,000); in the data active = inhibition above about 36%;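 also: 0% = enzyme with DMSO and 100% = wells lacking enzyme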
MBD2 DNA inh: inhibitors of human MBD2 binding to methylated oligonucleotide. Q9UBB5. TR-FRET. inhibition, % at 4.4 µM. actives 0.31% (n = 370,000). AID 686964; in the data active = inhibition above about 13%
GC-A act: GC-A (human) enzyme activation | AID 1671463 | actives 0.14% (n = 370,000) | activation, % at 10 µM | HEK293 GC-A cells, cGMP TR-FRET, EC30 ANP; 0% at EC30 ANP, 100% saturating ANP | P16066; in the data active = activation above about 40%
NPR2 activator: GC-B (human) receptor activation | HEK293-GC-B cells, CNP EC30, cGMP TR-FRET; 0% at EC30 CNP, 100% saturating CNP | P20594 | activation, % at 10 µM | actives 0.11% (n = 370,000) | AID 1920062;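 active = activation at 10 µM reaching about 35% in either raw or pattern-adjusted values, limit read from the data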
PRMT1 FP inh: PRMT1 (human) inhibition, primary screen; recombinant PRMT1, activity-based probe fluorescence polarization; actives 1.3% (n = 370,000); inhibition, % at 2.79 µM;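 active = inhibition above about 21% made by adding two undisclosed values, limit read from the data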
* hit, by the source's call; . = not tested or not shown. Only part of the results is shown, so the mix of outcomes need not match the whole.

SMILES	MBD2 DNA inh	TCR-CD3 inh	rCAG binder	NPR2 activator	HTRA1 inhibitor	PRMT1 FP inh	SIAE inh	ABHD4 inh	UHRF1 binding	GC-A act
O=C(O)c1ccccc1-c1ccccc1C(=O)Nc1ccc(F)cc1	-6	11	4	3	2	-2	0	-4	-2	3
Cc1cc(C)n(-c2nc(Nc3ccccc3C)nc(-n3nc(C)cc3C)n2)n1	5	0	-5	28	.	3	0	0	2	25
O=C(Nc1cccc(Cl)c1)c1cc(N=Nc2ccc([N+](=O)[O-])cc2Cl)ccc1O	-6	-8	20	3	16	-1	22*	33*	-5	9
Cc1nc2ccccn2c1/C(O)=C1\C(=O)C(=O)N(CCCn2ccnc2)C1c1ccncc1 (stereo unspecified)	1	7	1	1	4	3	-1	2	-2	4
Cc1cc(=O)oc2cc(OCC(=O)Nc3ccc(F)cc3F)ccc12	5	-1	0	-1	3	-1	1	-5	-2	1
CC(C)(C)n1ncc2c(=O)n(CC(=O)Nc3ccc4c(c3)OCO4)cnc21	-2	6	-2	-1	2	-3	-3	-7	1	1
CC1(C)C([N+](=O)[O-])C(c2ccc(F)cc2)NC(c2ccc(F)cc2)C1[N+](=O)[O-] (stereo unspecified)	3	-5	-3	-2	-26	3	-6	-10	3	-1
FC(F)(F)c1cccc(Cc2noc(CN3CCCC(OCc4ccccn4)C3)n2)c1 (stereo unspecified)	2	7	-11	6	-1	0	-6	3	1	-2
COC(=O)CCC(C)C1CCC2C3CCC4CC(O)CCC4(C)C3=CC(=O)C12C (stereo unspecified)	0	1	0	1	-29	0	2	-4	0	-3
O=C(N/N=C\c1cccnc1)c1cc(-c2ccc(Cl)s2)[nH]n1	-1	4	6	0	-32	7	-47	-27	-1	14
C=CC[C@H](CC(=O)N(CCO)Cc1ccccc1)C(=O)N[C@H](COC(=O)[C@@H](CC=C)Cc1ccc(F)cc1)Cc1c[nH]c2ccccc12	5	-4	12	-11	-48	5	-4	-43	4	-7
COc1ccc(C)cc1N(CC(=O)NC(C)c1ccccc1)S(C)(=O)=O (stereo unspecified)	-1	-2	-8	-7	0	2	-5	0	0	-8
COC(=O)c1cc(-c2cccs2)[nH]n1	6	0	-2	3	0	1	-1	1	1	2
O=C(CCN1C(=O)S/C(=C\c2ccc(F)cc2)C1=O)Nc1ccc(O)cc1C(=O)O	-1	7	49*	3	1	5	12	6	7	0
CC(=O)c1cccc2c(O)c(C3=Nc4ccccc4C3=O)[nH]c12	-3	3	3	6	0	4	10	11	-5	9
COC(=O)[C@]12C(=O)NC[C@H](CN1c1ccc(Cl)c(C)c1)N2C	-2	1	-2	4	-1	1	-1	-3	0	-1
CC(C)NC(=O)CSc1nnc(-c2ccc3ncccc3c2)n1C	-1	-1	-3	-4	-2	-2	-1	-7	7	-4
O=C(CN1C(=O)C2CC=CCC2C1=O)Nc1nc2ccccc2s1 (stereo unspecified)	-4	8	0	-2	1	-2	1	-2	-1	13
Cn1c(=O)[nH]c(=O)c2cc(C(=O)c3cc(F)ccc3O)cnc21	-2	-2	0	-7	-5	0	-1	-2	-2	-2
CCOc1ccccc1C(=O)N1CCC[C@@H]1C(=O)N1CCC[C@H]1C(=O)NCc1ccccc1	6	-2	-2	0	.	2	0	1	5	2
O=C(c1cc2ccccc2o1)N(C1CC1)C1(C(=O)Nc2ccccc2)CCCC1	1	1	-5	-12	-9	0	-3	-10	0	-5
O=C(N/N=C/c1ccc([N+](=O)[O-])cc1)c1cc(-c2ccc3c(c2)OCO3)n[nH]1	0	-4	0	6	0	-1	-2	3	-3	3
Cc1ccc(-c2nn(-c3ccccc3)cc2C(=O)NC2CCC(O)CC2)cc1 (stereo unspecified)	0	-7	4	-7	-6	6	3	-21	4	-2
O=C(CSc1nnc(CNC(=O)c2ccco2)o1)Nc1ccc(Br)cc1	2	5	2	-4	8	4	4	1	3	-1
COc1cc(CC(=O)O)ccc1OCc1ccccc1	4	0	2	0	2	2	0	5	0	2

3 compounds out of the list above, sorted by the value under MBD2 DNA inh, highest first.
SMILES | MBD2 DNA inh | TCR-CD3 inh | NPR2 activator | HTRA1 inhibitor | PRMT1 FP inh | SIAE inh | UHRF1 binding | GC-A act
Cc1cc(C)n(-c2nc(Nc3ccccc3C)nc(-n3nc(C)cc3C)n2)n1 | 5 | 0 | 28 | . | 3 | 0 | 2 | 25
FC(F)(F)c1cccc(Cc2noc(CN3CCCC(OCc4ccccn4)C3)n2)c1 (stereo unspecified) | 2 | 7 | 6 | -1 | 0 | -6 | 1 | -2
COC(=O)CCC(C)C1CCC2C3CCC4CC(O)CCC4(C)C3=CC(=O)C12C (stereo unspecified) | 0 | 1 | 1 | -29 | 0 | 2 | 0 | -3

The results go on.
SMILES	MBD2 DNA inh	TCR-CD3 inh	rCAG binder	NPR2 activator	HTRA1 inhibitor	PRMT1 FP inh	SIAE inh	ABHD4 inh	UHRF1 binding	GC-A act
O=C(NCCC1CCCCN1S(=O)(=O)c1ccc(F)cc1)C(=O)Nc1ccccc1F (stereo unspecified)	-1	0	-4	2	-10	2	3	2	-1	4
CC(=O)Nc1ccc(S(=O)(=O)N(C)CCOCc2ccccc2)cc1	4	-3	-5	-3	-3	-3	5	-10	-1	0
CC(=O)c1ccc(OCC(O)CN2CCN(S(=O)(=O)c3c(C)c(C)cc(C)c3C)CC2)cc1 (stereo unspecified)	2	-1	-4	1	-24	-2	-2	2	2	-3
CCCCN(C(=O)NC(=O)C1=C(N2CCOCC2)/C(=C/c2ccccc2)CC1)S(C)(=O)=O	-2	-4	8	4	13	2	0	1	-1	1
CCOc1ccccc1C=NNC(=O)C1CC1	0	-6	-1	1	3	-6	-2	-8	-1	-3
CCOC(=O)c1sc(NNC(=O)c2ccc(F)cc2)nc1C	6	-12	7	1	12	42*	-5	3	1	2
O=c1c2[nH]c3ccccc3c2ncn1C1CCCCC1	9	8	0	-2	2	0	2	0	16	3
COC(=O)C1=C(C)N(Cc2ccc(C(F)(F)F)cc2)C(=NCc2ccc3c(c2)OCO3)NC1c1ccccc1 (stereo unspecified)	1	1	12	-11	.	-7	-3	23	3	-17
O=C(OC1CCN(c2ncc(C(F)(F)F)cc2Cl)CC1)c1ccc(Cl)cc1	3	3	-3	0	-4	0	1	4	1	5
CCN(C(=O)COC(=O)c1nn(-c2ccccc2)c(=O)c2ccccc12)C1CCS(=O)(=O)C1 (stereo unspecified)	5	9	-5	-6	5	0	0	2	1	0
N#C/C(=C\c1cc([N+](=O)[O-])ccc1Cl)C(N)=O	2	-11	2	-10	-3	6	6	0	1	-21
Cc1nn(Cc2c(F)cccc2Cl)c(C)c1[N+](=O)[O-]	-3	4	-2	-6	.	-1	4	-2	0	-3
Brc1ccccc1OCCCOc1cccc2cccnc12	2	0	-2	-2	-25	1	-11	-8	-1	-17
Nc1ncnc2nc(N3CCN(C(=O)c4ccccc4)CC3)[nH]c12	-4	5	2	-3	1	-2	-6	-3	-1	1
CCOC(=O)c1ccc(NC(=O)c2ccccc2)cc1	5	-4	-5	-2	-4	2	-5	5	1	5
COc1cc2nc(CN3CCN(S(=O)(=O)c4ccc(Cl)cc4)CC3)[nH]c(=O)c2cc1OC	-5	6	-1	-15	0	-5	4	1	-2	3
COc1ccc(/C=N/NC(=O)c2ccc3nc[nH]c3c2)cc1	-1	-6	-2	0	.	5	-5	-6	-4	1
COc1ccc(NC(=O)c2ccc(S(=O)(=O)N(C)C)cc2)cc1	-5	2	1	4	2	-6	4	2	0	-3
CCOc1ccc(CCNC(=O)CCNS(=O)(=O)c2ccc3c(c2)CCN3C(C)=O)cc1OCC	-1	9	-2	3	4	0	2	-2	1	1
Cc1cccc(NS(=O)(=O)c2ccc(C)c(C(=O)NCC(c3cccs3)N3CCOCC3)c2)c1 (stereo unspecified)	3	11	5	3	-2	-6	4	0	-2	-3
O=C(CCCc1c[nH]c2ccccc12)N1CCOCC1	-5	-5	2	-7	-2	1	0	3	1	-1
CCOc1ccc(NC(=O)c2ccc3c(c2)S(=O)(=O)N=C2CCCCCN23)cc1	-2	-11	1	0	6	-1	-4	3	1	-2
Cc1cccc(C(=O)O/N=C(\N)Cc2ccc([N+](=O)[O-])cc2)c1	-2	5	0	-5	-20	-5	10	-3	-2	3
O=C(O)c1cccc(S(=O)(=O)Nc2ccc3oc(=O)sc3c2)c1	0	4	42*	-2	8	85*	0	18	3	0
O=C(NCCC1CCCCN1S(=O)(=O)c1ccccc1)C(=O)Nc1ccccc1F (stereo unspecified)	-1	0	-6	1	-2	2	0	3	2	3
CC(=O)C1=C(C)Nc2ncnn2C1c1ccc(O)cc1 (stereo unspecified)	-1	1	-1	1	2	-5	5	-3	0	5
C#CCCOC(=O)N1C2=NC(C(=O)OC)=C(C(=O)OC)[C@@H]3N(C)c4ccccc4[C@]23C[C@H]1C(=O)OC	2	5	-11	-6	6	-2	-2	3	0	-5
CCOC(=O)N1CCC(NC(=O)c2cc(C(=O)Nc3ccc(OC)c(OC)c3)ccc2CO)CC1	-7	1	-8	-6	4	-2	4	4	1	-9
COC(=O)c1cc2occc2n1Cc1nc(-c2ccccc2Cl)oc1C	1	0	2	-4	0	2	-3	4	0	-8
COc1ccc(N2CCN(C(c3ccc4ncccc4c3)c3nnnn3C(C)(C)C)CC2)cc1 (stereo unspecified)	-5	11	-4	3	-2	4	-1	-1	-2	-1
CC(C)(C)C(=O)NCCCc1nc2ccccc2n1CCCOc1ccc(Cl)cc1	7	3	2	-8	-14	-2	0	-25	6	-3
O=C(CSc1ncccn1)N/N=C/c1ccc(OC2CSC2)cc1	1	-3	4	-5	-5	2	-1	-1	0	1
Cn1cnnc1SCC(=O)c1c[nH]c2ccccc12	-1	-1	0	2	0	2	-5	8	6	2
COc1ccc(-n2c(SCC(=O)NCCCSC)nnc2-c2ccncc2)cc1	-1	.	2	-3	.	-1	-2	3	3	0
NC(=O)C1CN(S(=O)(=O)c2ccc(Cl)cc2F)c2ccccc2O1 (stereo unspecified)	1	-5	6	-3	-1	0	2	-3	-2	-5
COc1cc(C(=O)Oc2ccccc2/C=N/NC(=O)c2ccc(C)c(Cl)c2)cc(OC)c1OC	5	3	2	2	-1	0	1	-3	-2	-4
O=c1ccc(S(=O)(=O)N2CCCC2)cn1Cc1nc(-c2ccccc2)no1	-2	-1	4	0	-1	0	-6	-2	-6	-3
CCCCCCCOc1ccc(OC(=O)c2cccnc2)cc1	-3	-1	-5	-6	0	-1	5	3	2	-4
NC(=O)COC(=O)c1ccc(Oc2ccccc2)cc1	4	0	-3	0	5	-2	-1	-4	-2	5
CC(C)CC1NC(=O)N(CC(=O)Nc2cc(S(=O)(=O)N3CCOCC3)ccc2Cl)C1=O (stereo unspecified)	-8	-6	1	1	8	1	-5	2	-3	-3
COc1cccc(OC)c1OCCN1CCN(C(c2ccccc2)c2ccccc2)CC1	-3	-7	-9	0	-4	6	-2	4	0	-3
Cc1nnc(C)n1/N=C/c1ccc2c(c1)OCCO2	7	-3	1	1	6	-1	-1	-4	4	1
O=C(Oc1ccc(C(=S)N2CCOCC2)cc1)c1ccccc1F	-5	-4	-5	4	4	0	0	2	-2	-2
CN(CC1CCOCC1)C(=O)CC1C(=O)NCCN1Cc1cccc(C(F)(F)F)c1 (stereo unspecified)	-9	-3	-5	2	4	3	7	-3	-3	2
COc1ccccc1NC(=O)NC(N)=O	1	-5	1	5	10	-2	4	-4	-2	4
CC(C)C[C@H](NC(=O)c1nc[nH]c1C(=O)NCCCCCNC(=O)OC(C)(C)C)C(=O)OC(C)(C)C	0	0	-8	-4	-25	1	-11	-11	-3	-5
COC(=O)[C@H](C)N(Cc1cn(Cc2ccccc2)nn1)S(=O)(=O)c1ccccc1Br	-6	.	1	6	.	-3	-2	-4	1	2
